Mot1-301 SUMO: inhibitors of SUMOylation pathway: yeast Mot1-301 growth rescue; 320,000 tested, 1% active; S. cerevisiae Mot1-301 growth rescue, ATP luminescence, 38.5C; percent above DMSO median, 100 means doubled; growth rescue, % at 18.8 µM;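 active means every valid replicate shows activation above 250% relative to neutral control wells; inactive means the rest, any valid replicate at or below 250%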;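 further: OY570 slx delta 5 strain wells were the positive control but not used for scaling; some compounds called inactive have numbers as strong as hits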
PKA-R1A activ: PKA-R1A complex activation; PKA-R1A dissociation, Cy5-IP20 fluorescence polarization; scaled: DMSO 0%, 113 µM cGMP 100%; activation, % at 11.4 µM; 340,000 tested, 0.083% active; P00514+P68181;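 active means percent activation above the mean of all tested compounds plus 3 SD, cut at about 19% in these data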;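 further: higher means more PKAc released from R1A so a rise in polarization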
OPRM1-OPRD1 inv: inverse agonists of human mu-delta opioid receptor heterodimerization | 340,000 tested, 0.21% active | cell-based MOR-DOR heterodimer luminescence, inverse agonism | inhibition, % at 9.3 µM | P35372+P41143 | AID 504357; in the data active means inhibition above about 22%, passing the limit was not always enough;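 further: 0% = cells with DMSO and 100% = wells without cells with DMSO; values of inactives mirror those of a sister screen read the other way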
Target sequence (P35372 whole entry, looked up): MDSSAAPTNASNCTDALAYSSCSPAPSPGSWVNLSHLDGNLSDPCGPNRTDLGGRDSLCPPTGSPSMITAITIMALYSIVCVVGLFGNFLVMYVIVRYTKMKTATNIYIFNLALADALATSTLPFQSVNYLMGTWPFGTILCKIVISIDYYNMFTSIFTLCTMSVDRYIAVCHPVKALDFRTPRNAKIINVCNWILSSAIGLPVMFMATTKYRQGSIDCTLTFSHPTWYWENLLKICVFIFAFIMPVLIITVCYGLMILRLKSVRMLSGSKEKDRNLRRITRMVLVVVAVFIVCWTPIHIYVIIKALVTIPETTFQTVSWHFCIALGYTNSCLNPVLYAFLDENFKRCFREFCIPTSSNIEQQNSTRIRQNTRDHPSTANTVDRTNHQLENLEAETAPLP
Target sequence (P41143 whole entry, looked up): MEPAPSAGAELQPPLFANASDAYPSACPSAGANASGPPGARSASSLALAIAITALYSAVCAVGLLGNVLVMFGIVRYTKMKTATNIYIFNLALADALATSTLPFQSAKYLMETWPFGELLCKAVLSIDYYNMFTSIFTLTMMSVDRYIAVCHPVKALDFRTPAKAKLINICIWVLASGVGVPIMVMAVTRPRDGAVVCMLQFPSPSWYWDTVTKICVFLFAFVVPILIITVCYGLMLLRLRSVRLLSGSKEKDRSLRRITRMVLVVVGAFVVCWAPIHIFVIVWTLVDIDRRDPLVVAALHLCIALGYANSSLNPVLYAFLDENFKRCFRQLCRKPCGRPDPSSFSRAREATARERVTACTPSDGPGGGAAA
Arrestin-AP2 inh: human beta-arrestin and AP2 interaction inhibition. 340,000 tested, 0.31% active. FITC-arrestin peptide / GST-AP2 beads, flow cytometry; AP2 beta2 appendage carries R879A mutation. inhibition, % at 10 µM. AID 504490;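 active means inhibition above a set limit, near 3 SD of compounds lacking own fluorescence, cut at about 54% in these data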;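 further: plate controls were DMSO wells for no effect and 5 µM unlabelled arrestin peptide for full effect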
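System: GST-AP2 R879A glutathione beads. Medium: PBS with 0.05% Tween 20 and 0.1% BSA. Also added: FITC-arrestin peptide, 50 nM. Incubation: 12 min plus 1 h, RT. Measured by: high-throughput flow cytometry of beads, ex 488, em 535 nm. Evaluation: percent drop in bead-associated FITC signal.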
E coli growth: counter-screen for AddAB inhibitors: E. coli growth inhibition; 330,000 tested, 0.27% active; AID 449728; E. coli V3065 growth, OD600 absorbance, 18 h; inhibition, % at 11.9 µM;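 active means inhibition above the campaign's mean inhibition across all tested compounds plus 3 SD, cut at about 9.9% in these data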;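 further: uninfected addAB+ strain grown without phage in ampicillin broth; 0% = DMSO wells and 100% = ciprofloxacin 0.95 µg/ml wells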
AddAB inh: less growth of phage-infected E. coli with AddAB; E. coli expressing H. pylori AddAB, absorbance growth; inhibition, % at 11.9 µM; 330,000 tested, 0.29% active; AID 435030; in the data active means inhibition above about 12%;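 further: 0% = vehicle wells of infected cells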
MOR-DOR ag: agonists of human mu-delta opioid receptor heterodimerization | 340,000 tested, 0.3% active | cells, OPRM1-OPRD1 heterodimerization, luminescence | activation, % at 9.3 µM | P35372+P41143 | AID 504326; in the data active means activation above about 18%;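 further: 0% = vehicle-treated cells and 100% = reference agonist; values of inactives mirror those of a sister screen read the other way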
phage Ecoli inh: E. coli growth loss with phage present; growth absorbance; inhibition, % at 11.9 µM; 360,000 tested, 0.26% active; in the data active means inhibition above about 11%
Pemphigus Ab inh: human desmoglein-3 autoantibody binding inhibition | binding (percent of control), % at 10 µM | 310,000 tested, 0.48% active | DSG3-coupled beads, scFv-anti-DSG3-GFP binding, flow cytometry; hits give low values | P32926;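 active means binding more than 3 SD below its plate's average and above zero; inconclusive means below that plate limit but binding exactly zero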;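 further: hits lower antibody fragment binding to DSG3; some compounds called inactive have numbers as strong as hits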
PfHsp90 yeast 2: growth inhibition of yeast expressing Plasmodium Hsp90. S. cerevisiae expressing PfHsp90, BacTiter-Glo ATP, 48 h; yeast lacking PDR1 and PDR3 efflux regulators. inhibition, % at 9.4 µM. 310,000 tested, 0.32% active. AID 504621;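 active means every replicate shows inhibition above about 80%, whatever the replicate mean, limit read from the data; inconclusive means mean inhibition reaches the set limit but some replicate falls short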;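 further: 0% = DMSO neutral controls and 100% = 20 µM radicicol positive controls; yeast relying on Plasmodium falciparum Hsp90 in place of its own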
Tat transport: blocks Tat-dependent protein export in E. coli | E. coli MC4100 TorA-mCherry Tat export, fluorescence | inhibition, % at 10 µM | 340,000 tested, 0.036% active | AID 488895;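 active means mean replicate inhibition at least 50% and at least half of replicates individually reaching 50%; inconclusive means only one of the two criteria met; inactive means neither criterion met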;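 further: exported cargo escapes ClpAP degradation while cytoplasmic cargo is degraded and loses fluorescence; 0% = median of neutral control wells and 100% = median of NaSCN control wells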
Numbers without * were called inactive; ? = inconclusive; . = not tested or not shown.

SMILES	Mot1-301 SUMO	PKA-R1A activ	OPRM1-OPRD1 inv	Arrestin-AP2 inh	E coli growth	AddAB inh	MOR-DOR ag	phage Ecoli inh	Pemphigus Ab inh	PfHsp90 yeast 2	Tat transport
Cc1ccc(CN2CCN(C(=O)CCc3ccccc3)CC2)cc1	16.8	-10.8	-3.6	-4.7	0.5	-2.1	0.8	0.2	96.5	-13.3	5.1
O=[N+]([O-])c1cccc(C2=NC(c3ccccc3)CO2)c1 (stereo not drawn)	6.7	-10.2	3.6	19.5	-1.4	-1.1	-0.7	-1.6	100.7	-2.1	-5.1
COc1ccc(CNc2nc(NCc3ccc(OC)cc3)c3[nH]cnc3n2)cc1	5.6	-5.3	-18.1	.	-2.4	2.3	3.1	2.9	89.4	4.8	0.9
COc1ccccc1CC(=O)N1CCC(CCC(=O)NC2CC2)CC1	1.8	1.0	8.4	0.5	1.4	-0.3	-1.6	1.2	105.3	-20.4	-0.7
CC1CC(C)CN(C(=O)COC(=O)Cc2ccc(Br)cc2)C1 (stereo not drawn)	3.7	-16.9	11.7	9.1	-0.6	-0.2	-2.6	1.0	109.0	5.3	-9.9
O=C(NCc1ccccn1)c1cc(S(=O)(=O)N2CCCCCC2)ccc1Cl	-10.2	-1.5	4.0	-0.6	0.8	0.1	-0.7	2.0	112.1	10.3	0.6
COc1cc2ccccc2cc1C(=O)Nc1ccncc1	12.4	-9.5	16.1	2.0	-3.2	2.8	-3.3	1.3	100.3	10.4	-2.5
CCOc1ccc(-c2nc(C#N)c(N3CCCCCC3)o2)cc1	18.9	-2.4	12.1	3.2	1.1	1.0	-2.2	1.9	101.0	16.4	6.1
CC[C@]12c3[nH]c4ccc(OC)cc4c3CCN1C(=O)C(CC(=O)NCc1ccco1)C[C@@H]2C(=O)N1CCN(C(=O)c2ccco2)CC1 (stereo partly drawn)	.	-2.5	2.3	23.5	-0.7	-0.4	-0.4	3.7	101.9	16.0	1.2
O=C(COC(=O)Cn1nnc(-c2ccccc2)n1)Nc1cc(F)ccc1F	-7.2	-12.3	15.8	45.0	0.1	-2.0	-3.1	2.7	119.0	-3.1	-5.1
O=C(CNC(=O)C1CCCCC1)OCC(=O)c1ccc(Br)cc1	.	15.9	20.8	-1.9	.	.	-3.8	1.0	100.8	6.8	10.1
Cn1ccnc1SCC(=O)Nc1nc2ccccc2s1	-6.8	5.8	1.1	-6.6	-0.9	0.4	-0.2	0.0	99.2	-20.2	-6.5
CCOC(=O)N1CCN(CC(O)COc2ccc(C)c(C)c2)CC1 (stereo not drawn)	-11.3	-3.5	-7.7	24.8	0.6	-0.3	1.6	-0.7	105.8	0.6	5.3
CCCNC(=O)c1ccc2c(c1)C1C3CCC(C3)C1C(c1ccccc1)N2 (stereo not drawn)	-8.3	-12.0	-5.6	2.3	0.3	2.7	0.9	2.9	102.9	-15.5	5.5
COc1ccccc1CN(C)C(=O)c1ccccc1SCC(=O)N1CCCC1	-1.8	12.4	9.1	4.8	0.2	-0.2	-2.4	2.8	.	-5.7	3.5
c1ccc2c(-c3cncc4ccccc34)cncc2c1	-30.8	12.6	0.6	6.0	0.2	1.0	-0.1	3.1	108.0	-24.3	-1.3
N#C/C(=C\c1ccc(N2CCCCC2)c([N+](=O)[O-])c1)c1nn(-c2ccccc2)c(N)c1C#N	0.7	-0.6	7.8	13.9	0.2	3.7	-1.5	-1.6	103.0	2.3	?
COc1ccc(-c2cnnn2-c2ccc(NC(=O)c3ccco3)cc2)cc1OC	-13.7	-2.6	4.0	-3.1	1.2	-2.2	-0.7	1.9	103.6	4.1	7.0
CC(=O)c1cccc(OCC(=O)OCC(=O)Nc2cc(S(=O)(=O)N3CCCCC3)ccc2C)c1	-4.5	4.4	20.3	38.5	-0.2	0.5	-3.9	-2.6	96.3	.	-4.6
CNc1ccccc1C(C)(C)c1cn(-c2ccc([N+](=O)[O-])cc2)nn1	234.4	-6.5	1.7	-1.4	-1.6	1.7	-0.3	-0.9	113.9	5.8	6.5

Limited to Arrestin-AP2 inh, MOR-DOR ag and Mot1-301 SUMO (two entries from above):
Compound	Arrestin-AP2 inh	MOR-DOR ag	Mot1-301 SUMO
CC[C@]12c3[nH]c4ccc(OC)cc4c3CCN1C(=O)C(CC(=O)NCc1ccco1)C[C@@H]2C(=O)N1CCN(C(=O)c2ccco2)CC1 (stereo partly drawn)	23.5	-0.4	.
O=C(COC(=O)Cn1nnc(-c2ccccc2)n1)Nc1cc(F)ccc1F	45.0	-3.1	-7.2

More results follow:
SMILES	Mot1-301 SUMO	PKA-R1A activ	OPRM1-OPRD1 inv	Arrestin-AP2 inh	E coli growth	AddAB inh	MOR-DOR ag	phage Ecoli inh	Pemphigus Ab inh	PfHsp90 yeast 2	Tat transport
O=C(NCC1CCN(Cc2ccccc2Cl)CC1)Nc1cccc(Cl)c1	75.2	12.3	-30.0	5.2	-0.6	3.0	5.7	2.8	86.4	-5.3	-0.3
COCCNC(=O)/C(C#N)=C/c1ccc(-c2ccc(S(=O)(=O)N3CCOCC3)cc2)o1	-8.4	0.6	6.7	14.9	0.8	0.2	-1.2	0.9	123.7	19.9	1.9
CC(SCc1ccccc1)C(=O)N/N=C/c1ccc(OCC(=O)NCc2ccco2)cc1 (stereo not drawn)	0.0	2.1	-5.4	-0.6	-2.5	3.2	1.0	2.3	105.4	-13.9	-3.9
COc1cc(-c2nnn(CC(=O)N3CCOCC3)n2)cc(OC)c1OC	9.4	-10.2	-6.9	4.7	-0.6	2.0	1.1	1.1	.	4.7	8.7
CCCCOC(=O)CSc1nc2ccccc2o1	-0.1	.	.	0.2	0.0	-1.7	.	0.4	100.3	.	.
CC(Oc1cccc(Cl)c1)C(=O)Nc1ccccc1N1CCCCC1 (stereo not drawn)	-3.0	2.6	-9.4	-2.1	1.2	-0.5	1.4	2.0	103.7	16.5	3.6
O=C(CN(Cc1ccccc1Cl)C(=O)c1ccc(CN2CCOCC2)o1)NCC1CCCO1 (stereo not drawn)	7.2	-0.6	6.0	19.0	-2.9	-2.9	-1.0	1.0	.	6.3	4.1
Cc1cc(C)cc(-n2ncc3c2CCCC3NC(=O)CCN2CCCC2=O)c1 (stereo not drawn)	-3.4	-3.6	-11.5	-13.7	-2.9	-2.0	2.8	1.8	105.4	9.3	0.3
CCOC(=O)C/C(C)=N/NC(=O)COc1ccccc1C	-0.5	1.4	-9.7	5.3	-1.3	-0.7	1.8	1.5	87.2	-32.5	4.1
Cc1c[nH]c(=O)c([N+](=O)[O-])c1	167.4	-13.4	10.1	4.7	-0.2	3.0	-2.0	-2.1	100.1	17.5	0.4
COc1ccc(-c2nc(NC(=O)c3[nH]c(C)c(C(C)=O)c3C)sc2C)cc1	-0.2	-22.2	5.7	-0.5	3.1	1.2	-1.2	-2.1	114.9	.	10.4
Cc1onc(-c2ccccc2)c1C(=O)N/N=C/C(Br)=C/c1ccccc1	-14.3	2.0	-30.2	-8.7	1.9	1.1	4.9	3.9	94.5	-14.0	1.8
OC(COc1cccc2ccccc12)CN1CCN(c2ccc(Cl)cc2)CC1 (stereo not drawn)	-3.9	-3.7	-4.4	-13.4	-2.3	2.7	1.0	2.3	101.2	15.1	9.3
C=CCc1cc(CN2CC(C)OC(C)C2)c(O)c(OC)c1 (stereo not drawn)	.	-2.9	-15.6	4.2	.	.	3.1	4.6	103.9	21.1	5.2
CN(C(=O)c1ccc(Cl)cc1)C1CCS(=O)(=O)C1 (stereo not drawn)	4.7	1.1	1.6	-6.8	-3.5	-1.0	-0.3	5.5	99.1	10.4	-9.6
CC(=O)c1cccc(OCc2cc(C(=O)N3CC4C[C@@H]5CC3C[C@H](C4)C5)no2)c1	52.2	-6.1	-5.1	-34.4	-1.4	1.7	1.0	-0.9	110.0	-32.3	-5.0
Cc1cccc(N2CCN(C(=O)c3ccccc3OCc3c(C)noc3C)CC2)c1C	-3.1	-1.4	26.8	20.3	0.1	-0.7	-5.5	2.6	101.2	2.0	3.9
O=C(NCCC(=O)N1CCN(S(=O)(=O)c2ccc(Cl)cc2)CC1)Nc1ccccc1	.	2.9	5.3	24.2	.	.	-0.8	2.5	92.8	-15.2	-5.2
Cc1ccn2cc(-c3ccc4c(c3)NC(=O)CO4)nc2c1	-7.8	11.7	7.9	22.3	-0.8	-1.5	-1.6	6.1	93.8	-13.1	-4.6
O=C(Nc1ccccc1)Nc1cc(S(=O)(=O)N2CCOCC2)ccc1N1CCCC1	-6.8	-10.8	6.2	-0.6	1.0	1.0	-1.3	-1.0	78.6	-5.2	-2.3
CC(C)CNC(=S)Nc1ccc(F)cc1	11.1	8.9	-9.0	16.7	-4.6	-4.0	1.7	2.5	102.2	1.1	-3.9
Cc1sc(NC(=O)c2ccco2)c(CN2CCN(c3ccccn3)CC2)c1C	6.3	-19.1	-1.8	1.9	5.5	4.0	0.4	.	99.8	-20.2	11.0
COc1ccc(-c2cc(-c3ccco3)[nH]c(=O)c2C#N)cc1	-2.4	0.5	1.7	-0.8	1.1	1.0	-0.3	-2.1	92.7	-13.3	3.1
O=C(NCc1ccccn1)c1ccc(NS(=O)(=O)c2cccc([N+](=O)[O-])c2)cc1	20.0	-11.8	9.5	-1.7	-2.3	0.6	-2.3	1.2	96.3	1.7	1.0
COc1ccc(C2C(C(=O)c3cccs3)=C(O)C(=O)N2c2cccc(C)n2)cc1 (stereo not drawn)	-16.5	-3.1	3.4	0.2	1.0	-0.3	-0.7	3.9	108.0	-16.3	0.6
Cc1ccc(C(=O)NC(=S)NCc2ccco2)cc1	-12.5	-2.5	-2.6	-6.3	0.1	4.9	0.5	3.2	88.5	18.2	4.2
Cc1cc(OCCN2CCCC2)cc(C(C)C)c1	-10.4	-7.1	2.0	1.6	0.8	0.7	-0.4	3.6	96.8	-42.6	-7.5
Cc1ccc(C2CC(=O)C=C(NCc3ccccc3)C2)cc1 (stereo not drawn)	35.0	-10.6	12.7	9.9	-1.2	1.5	-2.5	0.1	115.2	-4.6	1.9
O=C(Cn1cnc([N+](=O)[O-])n1)c1ccccc1	27.0	1.8	6.1	34.2	.	.	-1.3	0.5	99.6	-8.2	-2.7
CCCCNC(=O)c1onc(CSc2ccc(C)c(C)c2)c1C(=O)O	-0.9	6.2	20.4	3.5	0.5	6.1	-3.5	1.0	96.3	-4.5	-5.2
O=C(NCCc1ccccc1)c1ccc2c(c1)OCCCO2	-15.6	-9.9	10.7	15.8	-0.1	3.5	-1.9	3.0	108.9	9.7	?
CCOC(=O)CC(NC(=O)c1cccc2c1C(=O)N(Cc1cccnc1)C2)c1ccc(OCC)c(OC)c1 (stereo not drawn)	-2.9	-1.6	17.1	1.1	-2.9	-1.5	-3.5	3.6	98.3	12.1	?
Cc1c(C(=O)NCc2ccc3c(c2)OCO3)oc2ccccc12	-9.5	5.1	-14.8	-1.9	-3.0	-0.5	3.2	3.8	105.7	.	-2.0
